a7 integrin act – activates integrin-mediated alleviation for muscular dystrophy | alpha7betagal myoblasts, beta-gal FDG fluorescence, 48 h | Potency, µM (highest dose often 38.3 µM), for inactives: at the highest dose activation, actives largely listed as activators | 0.064% of 350,000 active;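 also: potency is read from the fitted curve at half-maximal effect; 100% = response of the positive control SU9516; nearly all actives have a fitted effect of over 60% in size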
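Alpha7betagal+/- myoblasts (passage 13) were plated 16-24 hr, then exposed to compounds (1:260 dilution of DMSO stock) for 48 hours at 37C. After MPER lysis, β-galactosidase reporter activity was read as FDG fluorescence (ex 480/em 540) after 30 minutes.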
USP2a inh – blocks human ubiquitin-specific protease USP2a; O75604; USP2 core, Ub-CHOP2 coupled fluorogenic reporter, 485/531; Potency, µM (highest dose often 38.3 µM), for inactives: top-dose activity change, negative = inhibition, usual class: inhibitors; 0.01% of 330,000 active;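 also: potency is read from the fitted curve at half-maximal effect; plate controls were DMSO wells for no effect and full inhibition by NEM control for full effect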
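USP2 core (10nM final) preincubated 30min RT with compound in 20mM Tris-HCl pH 8.0, 2mM CaCl2, 2mM beta-mercaptoethanol, 0.05% CHAPS; 25nM Ub-CHOP2 plus 25nM reporter substrate added, fluorescence (Ex485/Em531) read after 60min.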
p53 reactivator – re-activators of mutant p53. H1299 p53-A138V BP100-luciferase reporter, luminescence, 24 h. Potency, µM (top dose mostly 92.2 µM), without a hit: at the highest dose activity change, positive = activation, usual class: activators. 0.063% of 320,000 active. AID 504706; also: potency is read from the fitted curve at half-maximal effect; % of control where 0% means no effect; nearly all actives have a fitted effect of over 45% in size
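H1299 (p53-null), stable ts p53-A138V + BP100-Luc; 1000 cells/well, Opti-MEM/10% FBS; cpd 4 pt, 1:5; 24 h, 37 deg C, 5% CO2; detection reagent 10 min RT; luminescence.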
ELG1 genotox – inducers of genotoxicity in HEK293T ELG1-luciferase cells; HEK293T ELG1-luciferase reporter, luminescence, 16 h; Potency, µM (highest dose often 46 µM), without a hit: top-dose activity change, positive = activation, actives largely listed as activators; 1.3% of 330,000 active; AID 504466; also: potency is read from the fitted curve at half-maximal effect; % of control where 0% means no effect; nearly all actives have a fitted effect of over 60% in size
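HEK293T cells expressing luciferase-tagged ELG1 were exposed to compound or DMSO vehicle for 16 hr at 37 °C and 5% CO2. Luciferase activity was then measured with ONE-Glo after 30 min at room temperature.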
ASM inhibitor – inhibitors of human secretory acid sphingomyelinase. placental ASM, HMU-PC fluorogenic substrate, 60 min. Potency, µM (highest dose often 57.5 µM), inactives show top-dose activity change, negative = inhibition, most hits filed as inhibitors. 0.006% of 340,000 active. AID 504937. P17405; also: potency is read from the fitted curve at half-maximal effect
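Human placenta-derived ASM enzyme was preincubated with compound for 10 minutes at room temperature, then given fluorogenic substrate HMU-PC0 (9 uM final) for 60 minutes at 37 °C; a pH 10 stop preceded fluorescence reading at Ex 386/Em 447 nm.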
TSG101-PTAP inh – blocks PTAP/TSG101 interaction to inhibit HIV-1 budding. Q99816. Fluorescence polarization, FITC-PTAP peptide / Tsg101 binding. Potency, µM (series often up to 115 µM), for inactives: at the top dose activity change, negative = inhibition, most hits filed as inhibitors. 340,000 tested, under 10 active; active = well fitted inhibition curve with a large enough effect in the main read-out, with a control signal flat, not every such curve was filed as active; inconclusive = small, poorly fitted or top-dose-only effect, or effect the other way, or a change in a side signal; inactive = no such curve, though single readings can be large or run the other way; also: potency is read from the fitted curve at half-maximal effect; % of control where 0% means no effect
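Fluorescence polarization binding of Tsg101 binding domain (10 uM final) to FITC-labeled PTAP peptide (50 nM final) in HEPES pH 7.5 buffer with NaCl, Tween 20, EDTA, TCEP. Compounds added before peptide; binding 20 min at RT.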
BRCA1 expr up – increases BRCA1 expression; MCF7-BRCA1-FFLuc reporter, luminescence, 48 h; response scale: scaled: vehicle 0%, 10 µM genistein 100%; Potency, µM (doses to about 46.1 µM), for the others: top-dose activation, usual class: activators; 1.1% of 380,000 active; AID 624202; also: potency is read from the fitted curve at half-maximal effect; nearly all actives have a fitted effect of over 80% in size; some results filed as inactive show a strong effect at the top dose
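Using MCF7 cells harboring a BRCA1 firefly luciferase reporter, plated 2 h before compound pinning, the screen measured luminescence after 48 h incubation. Responses were normalized to DMSO and 10 microM genistein, then fitted for concentration-effect.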
TRPV1 ag – agonists of human vanilloid receptor 1 (TRPV1); Q8NER1; TRPV1-expressing cells, Fluo-8 calcium influx, agonist mode; activation, % at 8.33 µM; 0.19% of 320,000 active; in the data active = activation above about 80%; inconclusive = between about 30% and that limit; also: 0% is about no effect
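Fluo-8 calcium influx in TRPV1-expressing cells, kinetic read (ex 480/em 520 nm). Compound added and read 3 min for agonist activity, followed by capsaicin at EC20 final and 2 min further read for enhancement.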
Eya2 inh – Eya2 (human) phosphatase inhibition | O00167 | recombinant Eya2, OMFP fluorescence dephosphorylation (OMFP is methylfluorescein phosphate) | Potency, µM (highest dose often 76.9 µM), for inactives: at the highest dose activity, negative = inhibition, most hits filed as inhibitors | 0.006% of 330,000 active; also: potency is read from the fitted curve at half-maximal effect; % is scaled to controls: 0 for no effect and ±100 for the full control effect
Target sequence (O00167 whole entry, looked up): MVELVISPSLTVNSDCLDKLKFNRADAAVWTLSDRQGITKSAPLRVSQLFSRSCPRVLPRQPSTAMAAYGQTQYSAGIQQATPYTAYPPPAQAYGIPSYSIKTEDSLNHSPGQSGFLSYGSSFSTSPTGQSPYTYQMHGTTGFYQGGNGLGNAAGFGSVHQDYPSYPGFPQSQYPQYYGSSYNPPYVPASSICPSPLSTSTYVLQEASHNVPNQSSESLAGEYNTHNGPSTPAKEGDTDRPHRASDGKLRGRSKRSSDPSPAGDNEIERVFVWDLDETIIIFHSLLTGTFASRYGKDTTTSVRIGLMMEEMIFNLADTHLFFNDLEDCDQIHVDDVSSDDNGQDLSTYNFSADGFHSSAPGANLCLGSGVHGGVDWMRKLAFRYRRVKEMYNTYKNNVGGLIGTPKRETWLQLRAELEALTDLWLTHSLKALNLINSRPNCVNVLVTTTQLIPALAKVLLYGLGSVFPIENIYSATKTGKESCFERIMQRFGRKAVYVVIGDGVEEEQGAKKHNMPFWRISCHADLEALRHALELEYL
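Eya2 protein (added as 0.2 uM solution) was preincubated with compound for 10 min at ambient temperature in 50 mM HEPES pH 7.5, 50 mM NaCl, 5 uM MgCl2, 0.05% BSA, 1 mM DTT. OMFP (added at 50 uM) then reacted 10 min; fluorescence read at 485/525 nm.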
uPA generation – inhibitors of cell surface uPA generation; 0.31% of 330,000 active; Potency, µM (titrated, usually from 38.3 µM), inactives show at the top dose activity change, negative = inhibition, hits mostly inhibitors; cell surface uPA generation assay, qHTS; active = well fitted inhibition curve with a large enough effect; inconclusive = small, poorly fitted or top-dose-only effect; inactive = no such curve, though single readings can be large or run the other way; tested in mouse RAW 264.7 cells; also: potency is read from the fitted curve at half-maximal effect; % is scaled to controls: 0 for no effect and ±100 for the full control effect; nearly all actives have a fitted effect of over 55% in size
B2AR arrestin – beta2AR (human) beta-arrestin recruitment activity; P07550; beta-arrestin recruitment to beta2AR, cell-based reporter; Potency, µM (doses to about 46.1 µM), without a hit: at the highest dose activation, usual class: activators; 0.02% of 330,000 active; AID 492947;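 also: potency is read from the fitted curve at half-maximal effect; 0% = DMSO controls and full agonism = EC100 isoproterenol or metaproterenol; nearly all actives have a fitted effect of over 65% in size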
Target sequence (P07550 whole entry, looked up): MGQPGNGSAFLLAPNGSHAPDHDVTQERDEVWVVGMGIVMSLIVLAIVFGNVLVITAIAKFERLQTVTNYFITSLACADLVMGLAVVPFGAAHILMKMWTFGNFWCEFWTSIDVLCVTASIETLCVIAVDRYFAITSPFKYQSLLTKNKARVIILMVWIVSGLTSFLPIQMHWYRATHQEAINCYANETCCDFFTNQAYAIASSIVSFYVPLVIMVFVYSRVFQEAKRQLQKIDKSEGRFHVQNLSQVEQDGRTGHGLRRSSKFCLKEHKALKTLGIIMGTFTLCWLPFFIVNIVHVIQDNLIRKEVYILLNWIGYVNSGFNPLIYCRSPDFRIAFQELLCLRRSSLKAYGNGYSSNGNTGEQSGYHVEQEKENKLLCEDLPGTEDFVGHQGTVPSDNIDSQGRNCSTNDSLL
An asterisk follows results filed as active; ? = inconclusive; . = no result given; [ ] = dose if it differs, or a comment. Unless noted, calls follow the shape of the dose curve; as a rule, active = well fitted curve in the direction sought with a large enough effect; inconclusive = small, poorly fitted or top-dose-only effect, or another doubt; inactive = no such curve, though single readings can be large; an effect the other way counts as inactive or inconclusive.

SMILES	a7 integrin act	USP2a inh	p53 reactivator	ELG1 genotox	ASM inhibitor	TSG101-PTAP inh	BRCA1 expr up	TRPV1 ag	Eya2 inh	uPA generation	B2AR arrestin
CCn1c(=O)c2sccc2n2c(CCCC(=O)N3CCN(c4ccccn4)CC3)nnc12	-38%	1%	-5%	-4%	4%	-7%	0%	-26	-1%	-2%	-0.2%
CC1CCN(S(=O)(=O)c2ccc3nc(N4CCN(c5ccccc5)CC4)ccc3c2)CC1	-17%	-3%	1%	-2%	7%	-3%	5%	-4	-2%	10%	0.5%
CCN(CC)S(=O)(=O)c1ccc(Cl)c(NC(=O)COc2ccccc2[N+](=O)[O-])c1	-9%	-2%	8%	-1%	-3%	0%	-35%	-4	-6%	-2%	-0.2%
COc1ccccc1N(CC(=O)N/N=C/c1ccc(OCC(=O)NCc2ccco2)cc1)S(=O)(=O)c1ccc(C)cc1	4%	-10%	-2%	-1%	-4%	4%	-28%	0	4%	-5%	-0.5%
Cc1cc(C)n2nc(C(=O)OCC(=O)Nc3ccc4c(c3)OCO4)nc2n1	19%	0%	-8%	-4%	2%	0%	4%	-3	18%	-2%	-0.2%
COc1ccc(C)cc1S(=O)(=O)Nc1ccc2c(c1)OCCO2	7%	1%	.	-2%	-2%	0%	-1%	9	-6%	14%	3.4%
CC(C)n1cc(/C=N/NC(=O)COc2cccc3cccnc23)c2ccccc21	-31%	-4%	-22%	-5%	-3%	0%	45%	0	-12%	-11%	-0.4%
CC(OC(=O)Cc1c(F)cccc1Cl)C(=O)NCCC1=CCCCC1 (centres undefined)	10%	2%	-6%	-1%	-1%	0%	8%	20	-2%	4%	0.4%
COc1ccc(Cc2nnc(N/N=C/c3ccc(C)o3)[nH]c2=O)cc1	23%	4%	-1%	10%	2%	0%	-18%	4	5%	-3%	0.2%
O=C(c1ccccc1)c1ccccc1N1C(=O)C=CC1=O	-38%[inhibitor]	-1%	-14%	1%	5%	-4%	-17%	4	8%	-5%	-0.3%
COCCCNC(NC(=O)c1ccc(Br)cc1)C(Cl)(Cl)Cl (centres undefined)	-9%	3%	7%	-6%	3%	-8%	-14%	1	-5%	-4%	-0.5%
C=CCn1c(SCc2nc3sc(C(=O)O)c(C)c3c(=O)[nH]2)nnc1-c1ccc(C(C)(C)C)cc1	12%	20%	-2%	3%	16%	-6%	-10%	1	19%	6%	-0.9%
CCCC(C(=O)NC1CCCC1)N(Cc1ccc(OC)cc1)C(=O)c1snc(C(N)=O)c1N (centres undefined)	9%	0%	1%	-1%	306%[activator]	-1%	0%	6	1%	4%	-1.1%
N#Cc1cccc(NC(=O)CSc2ccccc2)c1	1%	5%	4%	25%	0%	-1%	-1%	9	9%	-1%	-0.2%
CCN(CC)CCCN1C(=O)C(=O)/C(=C(/O)c2ccc(OC)cc2)C1c1ccco1 (centres undefined)	3%	.	.	.	-4%	-8%	43%	.	.	-3%	.
CCOC(=O)c1ccc(NC(=O)c2ccc(CN3CCc4ccccc4C3)cc2)cc1	-31%	-1%	.	7%	4%	-1%	-62%[inhibitor]	30	3%	5%	-1.1%
COc1cccc(Nc2nc(CC(C)=O)ns2)c1	-3%	3%	13%	?	-3%	-7%	11µM*	2	-2%	-2%	0.2%
COC(=O)c1cccc(NC(=O)CSc2nnc(C)n2Cc2ccccc2)c1	15%	-2%	-17%	1%	0%	-6%	3%	0	1%	2%	-0.3%
COc1cc(C(=O)NCCNc2nc3c(C)c(C)ccc3cc2C#N)cc(OC)c1OC	-17%	4%	.	13%	418%[activator]	-1%	0%	-2	-6%	20%	0.3%
CC1CCCN(C(=O)C2CCN(CC(C)c3ccccc3)CC2)C1 (centres undefined)	-11%	-1%	13%	-3%	1%	-2%	11%	1	3%	2%	-0.2%
COCCn1c(=O)[nH]c2cc(C(=O)NC(C)C)ccc2c1=O	32%	1%	-3%	-2%	.	-5%	-20%	1	13%	2%	-0.4%
CCS(=O)(=O)N1CCN(Cc2ccc([N+](=O)[O-])cc2)CC1	18%	3%	6%	0%	1%	0%	-31%	4	-1%	0%	-0.3%
CCOC(=O)c1c(C)[nH]c(/C(C)=N/O)c1C	6%	2%	-1%	-9%	7%	-7%	17%	-3	3%	-4%	-0.2%
Nc1cccc(C(=O)Nc2ccc3nc(-c4cccnc4)[nH]c3c2)c1	24%	5%	-1%	0%	2%	1%	40%	-3	-2%	-10%	-1.3%
O=C(CSc1nnc(Cc2cccs2)n1CCc1ccccc1)N1CCCc2ccccc21	-15%	-6%	-1%	-22%	0%	-2%	-34%	0	-18%	.	-0.8%
The list continues.
SMILES	a7 integrin act	USP2a inh	p53 reactivator	ELG1 genotox	ASM inhibitor	TSG101-PTAP inh	BRCA1 expr up	TRPV1 ag	Eya2 inh	uPA generation	B2AR arrestin
Cc1cc(C)c(S(=O)(=O)c2ccc(Cl)cc2)c(=O)[nH]1	-15%	3%	-6%	-1%	0%	-2%	-2%	6	2%	-3%	0.4%
Cc1cc(C)n(CC(O)Cn2ccc3ccccc32)n1 (centres undefined)	2%[7.66 µM]	0%	-3%	-1%	6%	-7%	4%	4	6%	.	0.0%
O=C(O)C(CCc1ccccc1)N1C(=O)c2ccccc2C1=O (centres undefined)	-14%	.	.	.	0%	0%	-2%	.	.	0%	.
O=C1c2ccccc2NC2CCCCCN12 (centres undefined)	-17%	-1%	12%	1%	69%[activator]	-3%	-10%	6	2%	-6%	-0.8%
Cc1ccc(NC(=O)CCn2c(=O)[nH]c3ccsc3c2=O)cc1C	?	-2%	-4%	-4%	-1%	-5%	-9%	-3	-8%	-4%	-0.2%
N#Cc1ccccc1OCC(=O)NC(=O)NC1CCS(=O)(=O)C1 (centres undefined)	-2%	1%	?	?	1%	-1%	?	1	11%	-1%	-3.2%
O=C(/C=C/c1cccnc1)c1ccc(O)cc1	-20%	1%	-15%	-13%	-2%	-1%	-22%	4	14%	-11%	-0.4%
COC(=O)c1ccc(C(=O)OC)c(NS(C)(=O)=O)c1	-16%	0%	8%	5%	13%	-6%	0%	0	5%	.	0.1%
COc1ccc(OC)c(-n2c(Cn3c(-c4ccccn4)nc4ccccc43)n[nH]c2=S)c1	1%	2%	-1%	2%	-3%	-1%	-2%	-5	-3%	-5%	-1.4%
Cc1[nH]c2ccccc2c1CC(=O)O	-13%	1%	8%	0%	0%	-4%	4%	1	-7%	.	0.1%
CC(=O)Nc1ccccc1OCC(=O)NC1CCCCC1C (centres undefined)	6%	1%	1%	-3%	4%	3%	4%	-2	-8%	-1%	0.0%
CC(C)(C)S(=O)(=O)c1cnc(-c2ccc(Cl)cc2)nc1N	2%	3%	11%	10%	1%	-4%	2.8µM*	.	-2%	-12%	-0.9%
CC(=O)c1ccc(NC(=S)NC(C)CCc2ccccc2)cc1 (centres undefined)	-31%	-1%	-3%	-2%	-18%	0%	-9%	?	-5%	4%	-0.3%
Cc1ccc(OCC(=O)N(Cc2cccs2)C2CCS(=O)(=O)C2)cc1C (centres undefined)	8%	2%	-2%	3%	-1%	1%	-10%	-2	?	10%	-0.3%
Nc1c(C(=O)c2ccc(Br)s2)oc2ccccc12	-12%	-1%	?	?	-1%	-4%	-12%	4	-19%	1%	0.0%
Cc1cccc(-c2c3c(=O)n(C)c(=O)n(C)c3c3nnc4ccccc4n23)c1	-9%	.	.	.	1%	?	-4%	.	.	1%	.
CC1(C)CC(=O)c2cnc(NC(=O)Cc3ccc(Cl)cc3)nc2C1	9%	0%	-21%	2%	-1%	-5%	-5%	?	11%	5%	-0.5%
Cc1ccc(NC(=O)CN(C)C(=O)Cc2c(Cl)cccc2Cl)cc1	-25%	-1%	-3%	0%	-2%[11.5 µM]	-5%	-32%	1	-4%	1%	2.1%
COc1ccc2oc(C(F)(F)C(F)(F)F)cc(=O)c2c1	20%	-2%	-1%	0%	7%	-2%	-10%	-2	-6%	7%	-0.4%
c1ccc(CN(Cc2ccccc2)c2nn[nH]n2)cc1	25%	-2%	2%	-2%	4%	-2%	4%	-3	8%	7%	-0.1%
Cc1ccc2c(c1)N(CCCC(=O)NCC1COc3ccccc3O1)C(=O)CO2 (centres undefined)	22%	0%	-5%	-2%	-1%	-6%	-10%	-3	-5%	.	-1.2%
COc1ccc(CCNC(=O)C(=O)c2c(C)[nH]c3ccccc23)cc1	26%	3%	-3%	-7%	0%	0%	-15%	1	-5%	5%	0.2%
COc1ccc(-c2cc(-c3ccc(OC)c(OC)c3)n[nH]2)c(O)c1	16%	-17%	?	5.8µM*	-22%	-4%	?	8	-5%	0%	-0.6%

Compound activity (PubChem)

Rows are unselected; 2.6% or so of the library scored in one or more.
